# ZTA DNA inh = counter-screen for EBNA-1 inhibitors: inhibitors of Epstein-Barr virus ZTA; P03206; ZTA-DNA binding, fluorescence polarization; inhibition, % at 11 µM; 320,000 compounds, 0.15% hits; in the data active = inhibition above about 33%
# PP5 primary = PP5 (human) phosphatase inhibition; 320,000 compounds, 0.18% hits; inhibition, % at 6.7 µM; P53041; purified PP5c, OMFP substrate fluorescence;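 active = inhibition above the campaign's mean inhibition across all tested compounds plus 3 SD, cut at about 9.5% in these data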;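 also: 0% = DMSO only and 100% = 100 µM cantharidin control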
# core dimer inh = HCV core protein dimerization inhibition; AID 1899; 300,000 compounds, 0.33% hits; TR-FRET GST/Flag-core106 dimerization, 1536-well; inhibition, % at 5 µM;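 active = inhibition above the mean of all tested compounds plus 3 SD, set per screening campaign, cut at about 45% in these data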
#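 Assay system: tagged HCV core106 pair (GST and Flag); medium: KF-containing HEPES buffer, pH 7.45, DTT, CHAPS, BSA; also added: Eu donor and XL665 acceptor anti-tag antibodies; dosing: 5 µM single dose; timing: compound-protein-antibody incubation 4 h at 22.5 °C; signal: TR-FRET 671 and 617 nm emission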
# TPT1 inh = inhibitors of Candida albicans tRNA 2'-phosphotransferase TPT1; recombinant caTPT1, FP RNA substrate dephosphorylation; inhibition, % at 5 µM; 300,000 compounds, 0.81% hits;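 active = inhibition above the mean of all tested compounds plus 3 SD, set per screening campaign, cut at about 24% in these data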;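 also: plate controls were DMSO alone for no effect and ferristatin control at 100 nM for full effect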
# Efflux pump mplx = inhibitors of Candida antifungal efflux pumps expressed in yeast; S. cerevisiae Candida pump triplex, Nile Red efflux; inhibition, % at 10 µM; 330,000 compounds, 0.44% hits; AID 485275;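 active = plate passing quality check with inhibition over a set limit, or well fluorescence over plate mean plus 4 SD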;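 also: Nile Red retained in pooled yeast measured as flow cytometry median fluorescence; 0% = buffer negative control and 100% = Enniatin B positive control; higher means more Nile Red kept so more efflux inhibition; some compounds called inactive have numbers as strong as hits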
# EBNA-1 inhibitor = blocks EBNA-1 binding to DNA; EBNA-1 DNA binding, fluorescence polarization; inhibition, % at 14.8 µM; 300,000 compounds, 0.34% hits; in the data active = inhibition above about 28%
# CTSL1 counter = blocks F. hepatica cathepsin L1 in PFM18AAP counter-screen | recombinant F. hepatica cathepsin L1, Z-Leu-Arg-MCA fluorescence | inhibition, % at 5.96 µM | 300,000 compounds, 0.49% hits;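 active = inhibition above the mean of all tested compounds plus 3 SD, set per screening campaign, cut at about 17% in these data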;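 also: 0% = plate median of test compound wells and 100% = 1 µM Z-Phe-Ala-diazomethylketone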
# PREPL inh = human PREPL enzyme inhibition. Q4J6C6. recombinant PREPL, fluorescence polarization activity-based probe. inhibition, % at 5.96 µM. 320,000 compounds, 0.68% hits. AID 2751; in the data active = inhibition above about 43%;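 also: 0% = enzyme with DMSO and 100% = wells lacking enzyme; many of its hits are not listed in these tables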
# Target sequence (Q4J6C6 whole entry, looked up): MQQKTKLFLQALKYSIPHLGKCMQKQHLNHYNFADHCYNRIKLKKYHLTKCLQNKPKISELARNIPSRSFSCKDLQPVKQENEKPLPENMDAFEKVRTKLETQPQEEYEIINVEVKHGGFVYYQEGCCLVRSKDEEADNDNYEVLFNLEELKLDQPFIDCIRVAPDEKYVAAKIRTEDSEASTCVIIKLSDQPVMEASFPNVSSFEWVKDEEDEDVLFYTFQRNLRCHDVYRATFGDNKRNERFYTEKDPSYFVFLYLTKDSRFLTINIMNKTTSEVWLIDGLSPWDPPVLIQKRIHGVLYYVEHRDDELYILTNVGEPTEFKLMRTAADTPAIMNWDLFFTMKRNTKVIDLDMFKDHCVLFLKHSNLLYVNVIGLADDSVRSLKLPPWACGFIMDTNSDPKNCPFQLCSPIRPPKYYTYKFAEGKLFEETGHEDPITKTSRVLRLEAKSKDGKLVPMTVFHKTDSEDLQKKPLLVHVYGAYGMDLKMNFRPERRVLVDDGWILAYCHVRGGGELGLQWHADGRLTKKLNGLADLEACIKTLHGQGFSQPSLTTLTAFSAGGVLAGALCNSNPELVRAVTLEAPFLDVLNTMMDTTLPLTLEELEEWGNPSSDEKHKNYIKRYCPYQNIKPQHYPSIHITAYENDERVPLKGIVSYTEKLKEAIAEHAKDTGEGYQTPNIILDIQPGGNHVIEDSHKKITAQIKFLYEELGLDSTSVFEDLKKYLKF
# PP1 counter = blocks human PP1-alpha phosphatase, a PP5 counter-screen; P62136; purified PP1alpha, OMFP fluorescence; inhibition, % at 6.7 µM; 320,000 compounds, 0.9% hits; AID 2235;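 active = inhibition above the mean inhibition of all tested compounds plus 3 SD, computed separately for each screening campaign, cut at about 15% in these data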
# Target sequence (P62136 whole entry, looked up): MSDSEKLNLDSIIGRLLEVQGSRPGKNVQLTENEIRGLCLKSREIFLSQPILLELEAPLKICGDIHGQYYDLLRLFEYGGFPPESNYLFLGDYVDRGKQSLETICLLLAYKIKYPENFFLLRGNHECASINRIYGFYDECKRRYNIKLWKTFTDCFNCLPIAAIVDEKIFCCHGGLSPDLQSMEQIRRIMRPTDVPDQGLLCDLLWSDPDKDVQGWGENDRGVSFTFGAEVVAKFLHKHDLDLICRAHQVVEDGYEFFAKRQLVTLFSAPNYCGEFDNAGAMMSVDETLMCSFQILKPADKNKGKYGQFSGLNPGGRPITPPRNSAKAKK
# * marks the source's active call; other numbers are inactive results; / = not tested or not shown. Some of the compounds tested. The share of hits here may be higher or lower than overall.
SMILES,ZTA DNA inh,PP5 primary,core dimer inh,TPT1 inh,Efflux pump mplx,EBNA-1 inhibitor,CTSL1 counter,PREPL inh,PP1 counter
CCc1nnc(NC(=O)CSc2nc3[nH]ncc3c(=O)[nH]2)s1,7,1.0,-10,-1,1.7,-6,-12,-7,-14
O=C(Nc1cccc(Cl)c1)c1nc[nH]c1C(=O)N1CCN(c2ccccc2)CC1,-2,0.5,/,/,0.0,/,/,36,-9
Cc1ccc(S(=O)(=O)N2CCC(C(=O)Nc3nnc(C4CCCC4)s3)CC2)cc1,17,-0.8,3,-1,0.0,9,-3,6,-3
O=C(Nc1cccc(S(=O)(=O)N2CCOCC2)c1)[C@@H]1CCCN1S(=O)(=O)c1ccc(Cl)cc1,9,-0.1,-3,4,0.3,-2,-2,6,-3
Cc1ccc(C(=O)NCCN2C3=NC[C@H](Cc4ccc(O)cc4)N3C[C@H]2Cc2ccc(O)cc2)cc1Br,-5,-0.5,-6,0,0.0,2,0,26,8
O=C(NCCCCNC(=O)c1ccco1)c1ccco1,5,1.5,-4,0,0.3,-18,-1,-3,-2
O=c1nc(NCc2ccco2)sc2ncccc12,-3,2.7,-8,-5,-0.1,1,2,7,-2
CC(C)Oc1cccc(C(=O)NC(=S)N2CCN(c3ccc(C(F)(F)F)cc3[N+](=O)[O-])CC2)c1,0,2.0,22,-4,0.0,0,3,5,2
COc1ccc(N2CCN(C(=O)c3ccc(CS(=O)c4cccc(C)c4)o3)CC2)cc1 (stereo not drawn),3,1.5,2,-2,0.0,4,-4,15,-3
Cc1cc(C)c2cc(C#N)c(N3CCCN(S(=O)(=O)c4ccccc4)CC3)nc2c1,5,3.1,12,2,0.0,-13,1,5,-4
Cc1cccc2nc(CSc3ncccc3C(=O)O)cn12,-7,-0.1,-3,-1,0.1,-14,-2,9,-6
COc1ccc2[nH]c(C(=O)O)c(NS(=O)(=O)c3ccc(OC)c(OC)c3)c2c1,-10,2.2,-6,-2,-0.2,5,4,9,-1
CC(NC(=O)c1ccc2c(c1)OCO2)c1ccccc1 (stereo not drawn),-7,1.1,-5,1,0.0,-6,-1,2,2
CCCOC(=O)/C(=C\C=C\c1ccco1)NC(=O)c1ccccc1,12,0.2,28,17,0.1,2,26*,6,3
Cc1ccc(Cl)cc1NC(=S)N(CCCN1CCN(C)CC1)Cc1cccs1,-14,0.4,-2,-1,-0.1,3,7,7,-3
CCCCOC(=O)c1ccc(NC(=O)c2ccccc2OC)cc1,4,6.8,4,-4,0.3,-4,0,-4,64*
CCOc1c(C=C(C#N)C#N)c2ccccc2n1CC,-18,-6.9,-17,0,0.7,0,8,13,2
Cc1ccc(OCCn2cc(C(=O)O)c3ccccc32)cc1,-10,3.8,0,-4,-0.1,2,0,10,-1
CCc1ccc(NC(=O)c2ccc(Cn3cc([N+](=O)[O-])cn3)cc2)cc1,5,3.4,-6,-1,-0.1,-1,5,6,2
Cc1cccn2c(=O)c(/C=C(\C#N)S(=O)(=O)c3ccc(Cl)cc3)c(N3CCC(C(N)=O)CC3)nc12,6,2.1,13,13,0.0,0,1,-1,6
CCOC(=O)c1[nH]c(C)c(C(=O)NCCc2ccc(OC)cc2)c1C,13,0.4,-1,1,0.1,1,-2,5,0
Cc1cc(Cl)ccc1Oc1ccccc1C(=O)CC#N,-6,1.3,9,4,-0.2,-6,2,8,20*
Cc1cc(/C=C2\SC(=S)NC2=O)c(C)n1-c1cccc(O)c1,-11,4.2,15,90*,0.8*,4,2,1,8
O=C(CN1C(=O)c2cccc3cccc(c23)C1=O)N1CCN(Cc2ccc3c(c2)OCO3)CC1,9,3.4,14,1,0.1,15,-3,-4,-1
O=C(COc1ccc(F)c(Cl)c1)N1CCN(c2ccccn2)CC1,11,-0.7,5,2,0.3,-3,-1,1,-1

# (list continues)
SMILES,ZTA DNA inh,PP5 primary,core dimer inh,TPT1 inh,Efflux pump mplx,EBNA-1 inhibitor,CTSL1 counter,PREPL inh,PP1 counter
COc1ccc(CNC(=O)CSc2nc3ccccc3n2C(C)=O)cc1,-12,0.6,9,2,0.0,-1,-3,4,1
CCOc1nc(OCC)nc(N2CCC(C)CC2)n1,3,0.1,-2,0,0.0,6,-2,-11,-2
COc1ccc(NC(=S)N(CCCN2CCOCC2)Cc2cn(C)c3ccccc23)cc1,-6,2.3,-3,1,0.0,-1,-1,-1,0
Nc1nc(SCC(=O)N2N=C(c3ccc(Cl)cc3)CC2c2ccco2)n[nH]1 (stereo not drawn),11,-0.1,-3,2,-0.1,2,-3,-18,1
Nc1cc(C(=O)OCC(=O)NCCCc2ccccc2)ccc1Cl,0,3.0,2,-2,-0.1,-15,0,-14,-2
COc1cccc(C(C(=O)NC2CCCCC2)N(C(=O)Cc2cccs2)c2ccc(-n3cnnn3)c(OC)c2)c1 (stereo not drawn),-4,0.9,-1,1,0.0,-16,-2,0,-7
Brc1ccc(-c2nnc(-c3cccnc3)c3conc23)cc1,15,1.4,-4,0,0.0,-2,-2,-1,2
CCN(CC)C(=N)N1c2ccccc2CCC1C (stereo not drawn),-2,1.7,-2,2,0.1,-8,0,14,-4
FC(F)(F)COc1cc(-c2nnc(SCc3ccccc3)n2Cc2ccco2)cc(OCC(F)(F)F)n1,-11,4.2,-3,-3,0.0,1,3,11,9
CCc1nc(SCc2ccc(OC)c(Br)c2)n[nH]1,4,3.4,-9,-4,0.0,-1,-7,-1,-3
O=C(CCC(=O)OCc1cccc([N+](=O)[O-])c1)Nc1ccccc1Cl,-23,3.5,-9,-3,0.1,1,-14,10,3
CC(=O)c1cccc(Nc2c([N+](=O)[O-])c(=O)oc3ccccc23)c1,4,-0.9,6,2,0.2,-4,4,7,-3
CC1(C)CCc2cc(-c3ccn(S(=O)(=O)c4ccccc4Cl)n3)ccc2O1,-8,1.9,1,0,0.0,-5,-1,-2,-2
Oc1[nH]c2ccc(Br)cc2c1N=NC(=S)Nc1ccc(F)cc1,8,-0.9,4,1,-0.4,-3,-3,17,14
CC(C)N(Cc1nc(-c2ccc(Cl)cc2)no1)C(=O)C12CC3CC(CC(C3)C1)C2,14,4.4,0,2,-0.1,-3,-2,-2,0
COc1ccc(CC2(CO)CCN(Cc3cnn(-c4ccccc4OC)c3)CC2)cc1,1,3.5,-2,-1,0.2,-13,-4,3,-2
CC(CCc1ccccc1)NC(=S)NC1CCCCC1 (stereo not drawn),4,4.6,3,-2,0.0,0,-1,-3,1
CCN(c1ccccc1)S(=O)(=O)c1ccc(Cl)c(NC(=O)CN2C(=O)NC3(CCCC3)C2=O)c1,-8,0.0,2,0,0.4,-14,-3,22,-3
O=C(COC(=O)c1cc(Cl)ccc1O)NCCC1=CCCCC1,-4,-0.3,-2,0,0.0,10,2,4,3
COc1ccc2[nH]c(C)c(C(=O)CN3CCN(C(=O)c4ccco4)CC3)c2c1,4,-1.6,-3,-6,0.0,-2,-1,13,2
Cc1cc(C)nc(SCCn2c(N3CCCCC3)nc3c2c(=O)n(C)c(=O)n3C)n1,-14,2.4,0,-1,-0.1,-10,-1,9,-1
O=C(/C=C/c1ccccc1)NCC(=O)N/N=C/c1ccccc1[N+](=O)[O-],-7,-0.1,4,-5,0.1,-3,3,0,-4
CCOC(=O)C1(Cc2cccc(OC)c2)CCCN(C(=O)CCSC)C1 (stereo not drawn),-12,4.2,-2,1,0.4,-9,3,9,1
Cc1cccc([N+](=O)[O-])c1NC(=O)CN(Cc1ccccc1)Cc1ccccc1,3,3.2,2,1,0.0,9,-2,13,3
C[n+]1ccc(C(=O)NCCC[N+](C)(C)C)cc1/C=N/O,0,-0.8,-4,-1,-0.1,-7,0,1,-1

# 12 structures out of the list, arranged by molecular weight, rising:
SMILES,ZTA DNA inh,PP5 primary,core dimer inh,TPT1 inh,Efflux pump mplx,EBNA-1 inhibitor,CTSL1 counter,PREPL inh,PP1 counter
CCN(CC)C(=N)N1c2ccccc2CCC1C (stereo not drawn),-2,1.7,-2,2,0.1,-8,0,14,-4
CC(CCc1ccccc1)NC(=S)NC1CCCCC1 (stereo not drawn),4,4.6,3,-2,0.0,0,-1,-3,1
CC(=O)c1cccc(Nc2c([N+](=O)[O-])c(=O)oc3ccccc23)c1,4,-0.9,6,2,0.2,-4,4,7,-3
O=C(/C=C/c1ccccc1)NCC(=O)N/N=C/c1ccccc1[N+](=O)[O-],-7,-0.1,4,-5,0.1,-3,3,0,-4
O=C(CCC(=O)OCc1cccc([N+](=O)[O-])c1)Nc1ccccc1Cl,-23,3.5,-9,-3,0.1,1,-14,10,3
CCOC(=O)C1(Cc2cccc(OC)c2)CCCN(C(=O)CCSC)C1 (stereo not drawn),-12,4.2,-2,1,0.4,-9,3,9,1
Cc1cccc([N+](=O)[O-])c1NC(=O)CN(Cc1ccccc1)Cc1ccccc1,3,3.2,2,1,0.0,9,-2,13,3
CC1(C)CCc2cc(-c3ccn(S(=O)(=O)c4ccccc4Cl)n3)ccc2O1,-8,1.9,1,0,0.0,-5,-1,-2,-2
CC(C)N(Cc1nc(-c2ccc(Cl)cc2)no1)C(=O)C12CC3CC(CC(C3)C1)C2,14,4.4,0,2,-0.1,-3,-2,-2,0
COc1ccc(CC2(CO)CCN(Cc3cnn(-c4ccccc4OC)c3)CC2)cc1,1,3.5,-2,-1,0.2,-13,-4,3,-2
COc1ccc(NC(=S)N(CCCN2CCOCC2)Cc2cn(C)c3ccccc23)cc1,-6,2.3,-3,1,0.0,-1,-1,-1,0
FC(F)(F)COc1cc(-c2nnc(SCc3ccccc3)n2Cc2ccco2)cc(OCC(F)(F)F)n1,-11,4.2,-3,-3,0.0,1,3,11,9

# (further entries)
SMILES,ZTA DNA inh,PP5 primary,core dimer inh,TPT1 inh,Efflux pump mplx,EBNA-1 inhibitor,CTSL1 counter,PREPL inh,PP1 counter
CCOc1ccc(/C=C\C(C)=N\O)cc1,2,2.3,-15,-2,0.0,3,2,-17,1
CCN1CCN(CCNC(=O)c2ccc3nc(-c4cccc(C)c4)c(-c4cccc(C)c4)nc3c2)CC1,-7,1.9,-14,-2,0.1,-10,1,-18,6
CNC(=O)C(=O)NCC(c1cccs1)S(=O)(=O)c1ccc(F)cc1 (stereo not drawn),-20,-7.6,-15,-2,-0.1,-8,-2,-7,7
CCc1nnc(NC(=O)[C@@H](NC(=O)c2cccc(C)c2)C(C)C)s1,10,0.3,-2,1,0.0,-1,0,0,-4
CCC(C)(C)NC(=O)C(c1ccncc1)N(C(=O)c1sc(C)nc1C)c1ccc(F)cc1 (stereo not drawn),0,1.2,-7,5,0.2,0,-3,-10,-1
COCC(=O)N(Cc1cc2cc(C)ccc2[nH]c1=O)c1cccc(C)c1C,3,0.9,-8,-3,-0.2,-11,2,12,0
CCNS(=O)(=O)c1ccc(C)c(-n2cnnn2)c1C,25,0.8,-2,-1,0.1,4,6,1,-6
O=C(CCc1ccc(F)c(F)c1)NC1CCCN(Cc2ccc(Cl)cc2)C1 (stereo not drawn),-10,7.0,-11,0,0.4,3,-2,-5,-5
COc1ccc(C(=O)N2CCCc3ccccc32)cc1,-5,2.0,-8,0,0.4,-12,-1,0,-2
CC(C)OC(=O)CSc1nnc(CNc2cccc(Cl)c2)n1C,-9,3.2,5,-2,0.3,-10,4,16,-1
CC1(C)CC2(CCO1)N1CC3(C)CN2CC(C)(C1)C3=O (stereo not drawn),-12,1.3,-5,-6,-0.1,0,1,7,4

# Printed as active in Efflux pump mplx, of those listed so far:
SMILES	PP5 primary	core dimer inh	TPT1 inh	Efflux pump mplx	EBNA-1 inhibitor	PREPL inh
Cc1cc(/C=C2\SC(=S)NC2=O)c(C)n1-c1cccc(O)c1	4.2	15	90*	0.8*	4	1

# From PubChem BioAssay
